# High-throughput results from PubChem BioAssay.
# APJ ag – activates the human apelin receptor APJ | CHO-K1 APJ PathHunter beta-arrestin, luminescence; 0% DMSO wells, 100% apelin | activation, % at 20 µM | 330,000 tested, 0.11% active;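 active = activation more than six SD over the plate average, tested at 20 µM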;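 also: 0% = DMSO alone and 100% = apelin-13 at 10 nM; some results filed as inactive read as strong as hits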
# Target sequence (P35414 whole entry, looked up): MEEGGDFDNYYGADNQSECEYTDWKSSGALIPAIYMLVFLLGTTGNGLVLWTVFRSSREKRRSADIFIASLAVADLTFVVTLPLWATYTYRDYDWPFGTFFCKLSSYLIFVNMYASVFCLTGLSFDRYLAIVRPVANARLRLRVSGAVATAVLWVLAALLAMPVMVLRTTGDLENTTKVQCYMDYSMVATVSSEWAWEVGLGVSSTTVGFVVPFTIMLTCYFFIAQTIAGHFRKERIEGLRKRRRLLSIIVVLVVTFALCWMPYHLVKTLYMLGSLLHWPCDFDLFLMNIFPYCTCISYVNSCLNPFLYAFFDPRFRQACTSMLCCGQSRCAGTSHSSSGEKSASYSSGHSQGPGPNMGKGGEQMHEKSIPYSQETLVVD
#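 system = engineered CHO-K1 APJ arrestin reporter cells | input = 1000 cells per well | timing = overnight seeding, 90 min compound at 25 °C, 1 h detection | measured by = enzyme-fragment complementation luminescence | read-out = beta-arrestin recruitment to APJ as agonist activity, luminescent signal | control set = negative DMSO alone, positive Apelin-13 at 10 nM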
# APJ antagonist – APJ receptor antagonism; AID 2521; CHO-K1 APJ beta-arrestin complementation, luminescence; 330,000 tested, 0.32% active; inhibition, % at 20 µM;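 active = inhibition above about 40% at 20 µM, limit read from the data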;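 also: cells challenged with 10 nM apelin-13 agonist together with compound; plate controls were apelin-13 plus DMSO wells for no effect and DMSO wells lacking apelin-13 for full effect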
# GRIN3A LBD mod – modulators (binders) of human NR3A ligand-binding domain; Tm shift relative to glycine control, % at 25 µM; AID 1259313; NR3A LBD differential scanning fluorimetry, Tm shift; 0% = protein alone, 100% = glycine-bound protein; 340,000 tested, 2.5% active;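 active = melting temperature shift of at least 10% of the positive control shift, at one fixed dose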
# NALP3 yeast inh – NALP3 inhibition in yeast. inhibition, % at 10 µM. 330,000 tested, 0.39% active. AID 2825. Yeast reconstituted NLRP3/ASC/caspase-1, beta-gal luminescence, 24 h;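 active = inhibition of 50% or more; inactive = inhibition below 50%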;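 also: plate controls were induced DMSO wells for no effect and uninduced yeast grown without galactose for full effect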
# TIM10 inh – growth inhibitors of TIM10 yeast strain; 330,000 tested, 1.4% active; inhibition, % at 10 µM; S. cerevisiae TIM10 strain growth, BacTiter-Glo luminescence, 24 h;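 active = inhibition of 40% or more at the single tested concentration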;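 also: wild-type TIM10 isogenic control strain grown at permissive 25 °C; 0% = DMSO yeast wells and 100% = minimal medium wells without yeast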
# MPTP block – inhibitors of mitochondrial permeability transition pore. inhibition, % at 10 µM. isolated mouse mitochondria, Ca2+ swelling absorbance, 30 min. 360,000 tested, 1.4% active;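 active = inhibition of 50% or more, scaled per plate between neutral and stimulator controls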;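 also: 0% = DMSO wells given calcium and 100% = 1 mM EGTA wells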
# tim23-1 inh – growth inhibitors of tim23-1 mutant yeast | S. cerevisiae tim23-1 growth, BacTiter-Glo luminescence, 24 h | inhibition, % at 20 µM | 330,000 tested, 1.3% active | AID 463212;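 active = growth inhibition of the mutant yeast at or above 50%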;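 also: temperature-sensitive mutant grown at 25 °C; plate controls were DMSO-treated mutant yeast for no effect and medium wells lacking yeast for full effect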
# tim10-1 inh – tim10-1 yeast growth inhibition. S. cerevisiae tim10-1 ts strain growth, BacTiter-Glo, 24 h. 330,000 tested, 2.2% active. inhibition, % at 20 µM;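 active = inhibition of at least 40%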;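 also: mutant grown at 25 °C; 0% = DMSO wells with yeast and 100% = wells holding no yeast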
# beta cell repl – induces beta-cell replication in MIN6 cells. MIN6 cells proliferation, ATPlite luminescence, 48 h; cells starved in 0.2% serum; 100% = growth in 10% serum. proliferation, % at 10 µM. AID 2380. 330,000 tested, 0.29% active;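 active = compounds whose signal lies at least 3.5 SD above the mean of all wells on their plate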;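 also: 0% = DMSO-treated cells in low-serum medium and 100% = 10% serum control; some compounds called inactive have numbers as strong as hits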
# Starred values were filed as active, the others as inactive; . = no result given. An unsorted share of the library; any-hit rate near 7.2%.
SMILES,APJ ag,APJ antagonist,GRIN3A LBD mod,NALP3 yeast inh,TIM10 inh,MPTP block,tim23-1 inh,tim10-1 inh,beta cell repl
Cn1c(=O)c2c(nc(N/N=C/c3cccs3)n2C)n(C)c1=O,3,0,1,17,15,2.0,3,6,-4
COCCN(C(=O)c1cc2c(s1)CCCCC2)c1c(N)n(Cc2ccccc2)c(=O)[nH]c1=O,3,14,0,-16,5,-1.3,12,1,1
COc1cccc(NC(=O)CN(C)CC(=O)c2c(C)[nH]c3ccccc23)c1,-3,-12,-1,10,28,-1.0,19,14,-1
C=CCNC(=O)C1CCN(C(=O)c2ccc(-c3ccccc3)cc2)CC1,-2,-10,-1,13,3,-0.1,-3,1,-4
CC1CC(C)CN(C(=O)/C(=C\c2ccccc2)c2ccccc2)C1 (stereo not given),1,24,-2,-10,29,-0.4,32,26,0
CCC(C)(C)NC(=O)CN(Cc1ccc(F)cc1)C(=O)CCC(=O)Nc1ccccn1,3,-5,-3,3,15,-1.5,21,3,-3
Cc1nn(CC(=O)N(C)Cc2ccccc2)c(=O)c2cccn12,-3,-2,-1,11,6,-1.3,2,2,-1
Cc1ccc(S(=O)(=O)N(C)CC(=O)NCCCn2ccnc2)cc1,0,14,-1,8,3,0.2,2,7,1
COc1cccc(-c2nnc(NC(C)=O)o2)c1,-4,-9,1,12,-6,-3.3,9,12,2
COc1cc(/C=C/C(=O)Nc2ccccc2C(F)(F)F)cc(OC)c1OC,-1,24,.,5,26,.,14,25,-1
CC(C)(C)OC(=O)N1CCC[C@H]1C(=O)NCc1ccc(Cl)cc1Cl,-3,8,-4,11,-9,-1.8,15,12,0
COc1ccc(CN=C2NC(=O)CC(C(=O)Nc3ccccc3C)S2)cc1 (stereo not given),-2,10,0,26,4,2.3,3,11,-2
COc1cc(OC)cc(C(=O)N2CCCC(c3nc(-c4ccc(C)o4)no3)C2)c1 (stereo not given),0,-15,1,20,-17,-2.8,15,12,-2
COc1ccc(N2CC(C(=O)OCC(=O)c3ccc(C)cc3)CC2=O)cc1 (stereo not given),-3,11,1,1,11,0.6,12,28,0
CSc1cccc(NC(=O)c2nnn(CC(=O)Nc3cc(C)cc(C)c3)c2N)c1,1,20,-5,14,-7,-0.6,16,18,-1

# Quoted from the listing.
# In beta cell repl, CSc1cccc(NC(=O)c2nnn(CC(=O)Nc3cc(C)cc(C)c3)c2N)c1 has the entry -1
# In APJ ag, Cc1nn(CC(=O)N(C)Cc2ccccc2)c(=O)c2cccn12 has the entry -3

# The list continues.
SMILES,APJ ag,APJ antagonist,GRIN3A LBD mod,NALP3 yeast inh,TIM10 inh,MPTP block,tim23-1 inh,tim10-1 inh,beta cell repl
CCc1ccc(C(C)NC(=O)c2cccs2)cc1 (stereo not given),-2,8,-1,20,2,-0.4,-9,4,1
COc1ccc(C(=O)C[n+]2cccc3cc(C)ccc32)cc1,-2,10,-2,6,9,0.5,-8,17,0
COc1cccc(O[C@@H]2O[C@@H]3COC(C)(C)O[C@H]3[C@H](O)[C@H]2NC(C)=O)c1,2,8,-1,7,-3,0.4,-6,2,-1
Cc1ccc(NC2CCCN(C(=O)c3ccccn3)C2)cc1C (stereo not given),-2,-31,2,9,-1,1.1,-11,-18,-2
Cc1cccc(NC(=O)CCc2nnc3ccc(NCc4ccco4)nn23)n1,-1,6,-1,11,-2,-1.6,12,10,-3
O=C(/C=C/c1ccc(OCCCF)cc1)Nc1ccnc(-c2ccncc2)n1,16*,-24,-14,26,7,-0.6,0,-13,-1
COCCNC(=O)CN(C(=O)CCC(=O)Nc1nccs1)c1ccc2c(c1)OCO2,-1,-20,-1,10,-14,0.2,13,10,-3
CC(NC(=O)C12CC3CC(C1)CC(n1cncn1)(C3)C2)C12CC3CC(CC(C3)C1)C2 (stereo not given),-2,15,1,14,21,-0.4,34,27,-1
COCC(C)n1c(SCC(=O)NC(=O)NCc2ccccc2)nc2ccccc2c1=O (stereo not given),-2,-5,3,19,5,0.8,26,12,1
COC(=O)c1cc(OC)c(OC)cc1NC(=O)c1c(-c2ccccc2)noc1C,-5,2,2,17,15,0.8,32,25,7
COc1ccc(CC(=O)OC(C)C(=O)Nc2ccc(Cl)cn2)cc1 (stereo not given),-2,21,2,15,4,-2.2,32,1,-2
CC1CCCC(C)N1CCCNC(=O)c1cc2c(s1)-c1ccccc1OC2 (stereo not given),-3,15,0,2,-14,2.5,-29,-13,-8
CC(Sc1ncn[nH]1)C(=O)c1c(N)n(C)c(=O)n(C)c1=O (stereo not given),-4,2,0,-5,1,0.2,6,-16,-2
O=C(NNC(=O)C(c1ccccc1)c1ccccc1)c1cccs1,-2,-5,-1,4,-8,-2.1,-2,12,-3
COCCOC(=O)C1=C(C)N(Cc2ccccc2)C(=O)NC1c1cccc(OC)c1OC (stereo not given),1,5,-1,5,6,2.1,13,-1,-1
O=C(CNc1ccccc1)NNC1=NCCC1,-2,7,1,12,6,1.9,0,9,-3
CCN(CC)CCCN1C=C2C(=O)C(C)(OC(=O)CCC(=O)OC)C(=O)C=C2C=C1C1CC1 (stereo not given),19,-53,-1,15,-1,-1.0,3,-14,8
COC(=O)[C@H](Cc1ccccc1)NC(=O)[C@@H]1C[C@H]1[C@@H](NC(=O)OCc1ccccc1)c1ccccc1,-7,5,0,7,0,-0.5,7,12,-8
O=C(NCCc1nc2ccccc2[nH]1)C1CCC(=O)N(CCc2cccc(F)c2)C1 (stereo not given),3,-2,-4,27,-3,-2.0,-6,-16,-2
CCOC(=O)COn1c(-c2cccc(Cl)c2)nc2ccc([N+](=O)[O-])cc21,4,-2,6,36,10,57*,29,32,-1
COc1ccccc1/C=C/C(=O)NNC(=O)c1cccs1,-2,6,0,16,-5,-0.9,14,1,-1
Cc1ccc(N2C(=O)c3cccc([N+](=O)[O-])c3C2=O)cc1C,1,-18,0,6,-8,0.3,19,-3,-3
COCc1ccc(C(=O)N2CCCC(Nc3ccc(C(C)C)cc3)C2)o1 (stereo not given),-2,-4,2,20,13,-1.9,25,19,-1
CCN1C(=O)C(=O)N(CC(=O)NC(C)CCc2ccccc2)C1=O (stereo not given),-4,24,1,17,9,0.2,-1,9,2
O=C1c2ccccc2CN1CCNC(=S)NC1CCCCC1,-2,3,0,9,-4,0.9,12,8,-1
Cc1ccc(/C=N/NC(=O)CSc2nc3ccccc3n2C)s1,-3,16,2,-3,-4,3.2,29,26,2
OCCCn1c(-c2ccccc2)n[nH]c1=S,3,4,-1,-4,1,0.5,9,12,-5
CN1C(=O)c2ccccc2C(C(=O)O)C1c1cn(C)c2ccccc12 (stereo not given),2,-12,3,-11,9,-0.2,17,9,-1
COC(=O)C1C(c2ccc(Br)cc2)Nc2nnc(C(F)(F)F)n2C1(C)O (stereo not given),-3,-11,-2,30,10,0.2,30,21,-3
Cc1cc(Nc2ccccc2)c2c([N+](=O)[O-])c(C)cc(C)c2n1,-2,18,-8,11,32,1.7,45,41*,-4

# Part of the list above in a different format.
smiles	APJ ag	APJ antagonist	GRIN3A LBD mod	NALP3 yeast inh	TIM10 inh	MPTP block	tim23-1 inh	tim10-1 inh	beta cell repl
O=C(CNc1ccccc1)NNC1=NCCC1	-2	7	1	12	6	1.9	0	9	-3
O=C(NNC(=O)C(c1ccccc1)c1ccccc1)c1cccs1	-2	-5	-1	4	-8	-2.1	-2	12	-3
COc1ccc(N2CC(C(=O)OCC(=O)c3ccc(C)cc3)CC2=O)cc1 (stereo not given)	-3	11	1	1	11	0.6	12	28	0

# Ordered by formula weight (lowest first): five of the compounds above.
SMILES,APJ ag,APJ antagonist,GRIN3A LBD mod,NALP3 yeast inh,TIM10 inh,MPTP block,tim23-1 inh,tim10-1 inh,beta cell repl
O=C(CNc1ccccc1)NNC1=NCCC1,-2,7,1,12,6,1.9,0,9,-3
OCCCn1c(-c2ccccc2)n[nH]c1=S,3,4,-1,-4,1,0.5,9,12,-5
COc1ccccc1/C=C/C(=O)NNC(=O)c1cccs1,-2,6,0,16,-5,-0.9,14,1,-1
Cc1cc(Nc2ccccc2)c2c([N+](=O)[O-])c(C)cc(C)c2n1,-2,18,-8,11,32,1.7,45,41*,-4
CCN(CC)CCCN1C=C2C(=O)C(C)(OC(=O)CCC(=O)OC)C(=O)C=C2C=C1C1CC1 (stereo not given),19,-53,-1,15,-1,-1.0,3,-14,8

# Ordered by value in MPTP block (low to high): 3 from the list above.
Molecule	APJ antagonist	GRIN3A LBD mod	NALP3 yeast inh	MPTP block
COCc1ccc(C(=O)N2CCCC(Nc3ccc(C(C)C)cc3)C2)o1 (stereo not given)	-4	2	20	-1.9
CCN(CC)CCCN1C=C2C(=O)C(C)(OC(=O)CCC(=O)OC)C(=O)C=C2C=C1C1CC1 (stereo not given)	-53	-1	15	-1.0
CN1C(=O)c2ccccc2C(C(=O)O)C1c1cn(C)c2ccccc12 (stereo not given)	-12	3	-11	-0.2

# The list continues:
SMILES,APJ ag,APJ antagonist,GRIN3A LBD mod,NALP3 yeast inh,TIM10 inh,MPTP block,tim23-1 inh,tim10-1 inh,beta cell repl
CCOC(=O)c1oc2nc3c(cc2c1N)CCCC3,117*,2,0,18,10,1.1,27,-24,-2
CCNc1nc(NC(C)C)nc(OCC)n1,-2,-5,-2,1,4,-2.5,4,4,4
CCOC(=O)c1cnc2c(C(=O)OCC)cnn2c1N,-1,-3,3,9,7,1.8,-5,3,0
CC1(C)Cc2ccccc2C(c2cc3ccccc3oc2=O)=N1,-2,22,0,-2,18,-3.1,18,12,0
CCOc1ccc(N=CC2=C(O)CC(c3ccco3)CC2=O)cc1 (stereo not given),2,-21,-4,-4,22,9.0,15,24,0
Cc1csc2nc(CN3CCN(CC(=O)N(C)C)CC3)cc(=O)n12,0,-6,-3,8,-8,-0.3,14,15,0
O=C(COC(=O)CNC(=O)C1CCCCC1)Nc1ccc(Cl)cc1F,0,8,-2,-5,2,5.9,3,15,1
COCCn1c(=S)[nH]c2cc(C(=O)NCCc3ccccc3)ccc2c1=O,0,10,-2,-5,6,1.4,-1,-4,-2
CCC(=O)Nc1cc(-c2nnc(OC)c3ccccc23)ccc1N1CCOCC1,1,19,-3,3,17,1.3,17,33,-2
CCn1c(=O)c2cc(C(=O)NCCC(C)C)sc2c2ccccc21,-1,10,0,17,2,0.3,24,25,-3
CC(C)(C)NC(=O)CSc1nnc(Cc2ccc3c(c2)OCO3)n1C1CCCCC1,-6,19,-4,8,1,-1.2,12,10,0
